# SW480 rerep: A quantitative high throughput screen for small molecules that induce DNA re-replication in SW480 colon adenocarcinoma cells. SW480 DNA re-replication, Hoechst DNA content imaging, 48 h. Potency, µM (titrated, usually from 46.1 µM), inactives show top-dose re-replication activation, hits mostly activators. actives 1.8% (n = 340,000); note: potency is the fitted concentration of half-maximal effect; % of control where 0% means no effect; nearly all actives have a fitted effect of over 55% in size
#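 SW480 cells exposed to compounds for 48 hr at 37 C, 5% CO2, then Hoechst-stained 40 min. Nuclear DNA content imaged by fluorescence scanning (405 nm excitation, 500-530 nm emission); re-replication scored as increased high-intensity nuclei.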
# ATXN viability: Viability Counterscreen for Primary qHTS for Inhibitors of ATXN expression; Potency, µM (titrated, usually from 56.7 µM), usual class: cytotoxic; actives 0.49% (n = 400,000); S2 cells (HEK-293 line with an ATXN2-luciferase reporter) viability, CellTiter-Fluor protease fluorescence, 24 h; note: potency is the fitted concentration of half-maximal effect; nearly all actives have a fitted effect of over 40% in size
# HT1080NT lethal: qHTS for induction of synthetic lethality in tumor cells producing 2HG: qHTS for the HT-1080-NT fibrosarcoma cell line. HT-1080-NT fibrosarcoma viability, CellTiter-Glo ATP luminescence, 48 h. Potency, µM (titrated, usually from 46.1 µM), for inactives: at the highest dose activity, negative = less viability, usual class: cytotoxic. actives 1.6% (n = 360,000);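 note: NT is the 2HG producing partner of a matched IDH1 knockdown line; potency is the fitted concentration of half-maximal effect; 0% = DMSO-treated cells and -100% = media-only wells without cells; nearly all actives have a fitted effect of over 55% in size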
#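 Compounds were tested in concentration-response format on HT-1080-NT cells for 48 hours at 37 degrees C. Cell viability came from CellTiter-Glo luminescence; curves were classified by r2, response magnitude and activity.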
# IL-1B inflam inh: qHTS for Inhibitors of Inflammasome Signaling: IL-1-beta AlphaLISA Primary Screen. THP-1 LPS/ATP IL-1B secretion, AlphaLISA, 16 h; stronger effect = lower value. activity change, % at 57.5 µM. actives 4.7% (n = 360,000). AID 743279, 2014; in the data active = activity change below about -50%; inconclusive = mostly about -30% to -49%; note: % is set by controls: 0 for no effect and ±100 for the full control effect
#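 THP-1 cells pretreated 1 hr with compounds (up to 57.5 uM final), then stimulated with LPS (250 ng/mL final) plus ATP (1.25 mM final); secreted IL-1B measured by AlphaLISA after 16 hr, decreased signal indicating inhibition.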
# HT1080 IDH1KD tx: qHTS for induction of synthetic lethality in tumor cells producing 2HG: qHTS for the HT-1080-IDH1KD cell line | HT-1080 IDH1 knockdown viability, ATP luminescence, 48 h | Potency, µM (series often up to 46.1 µM), for the others: at the highest dose activity, negative = toxicity, hits mostly cytotoxic | actives 2% (n = 360,000) | AID 686971, 2013;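 note: potency is the fitted concentration of half-maximal effect; 0% = DMSO wells and -100% = cell-free medium wells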
#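 HT-1080-IDH1KD cells (IDH1 knocked down), 750/well in RPMI with 5% FBS, treated with compound 48 h at 37 degrees C. Viability by CellTiter-Glo luminescence, normalised to DMSO and no-cell wells; concentration-response curves classed.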
# KB-3-1 tox: qHTS assay for MDR1-selective chemotherapeutics: Primary screen using the parental adenocarcinoma cell KB-3-1; KB-3-1 viability, CellTiter-Glo ATP luminescence, 72 h; AID 1347075, 2019; Potency, µM (highest dose often 46.1 µM), for the others: at the highest dose activity change, negative = cytotoxic, usual class: cytotoxic; actives 1.4% (n = 400,000); note: potency is the fitted concentration of half-maximal effect; % is set by controls: 0 for no effect and ±100 for the full control effect; nearly all actives have a fitted effect of over 60% in size
#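 Cells are dispensed, compounds pinned in, plates held at 37 °C for 72 h, then CellTiter-Glo is added and luminescence read after 10 minutes. Cell line: parental KB-3-1 in phenol-red-free DMEM, 10% FBS.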
# MCF10A rerep: A quantitative high throughput screen for small molecules that induce DNA re-replication in MCF 10a normal breast cells. AID 624296, 2012. Potency, µM (top dose mostly 46.1 µM), for inactives: at the highest dose activity, positive = re-replication, hits mostly activators. actives 2.9% (n = 350,000). MCF 10A DNA re-replication, Hoechst nuclear intensity, 48 h; note: potency is the fitted concentration of half-maximal effect; % of control where 0% means no effect; nearly all actives have a fitted effect of over 50% in size
# ATXN2 expr inh: Primary qHTS for Inhibitors of ATXN expression; HEK-293 ATXN2-luciferase reporter, luminescence, 24 h; Potency, µM (doses to about 57 µM), without a hit: top-dose activity change, negative = inhibition, hits mostly inhibitors; actives 0.72% (n = 360,000); note: potency is the fitted concentration of half-maximal effect; % is set by controls: 0 for no effect and ±100 for the full control effect; nearly all actives have a fitted effect of over 55% in size
#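 ATXN2-luciferase reporter cells (luciferase flanked by upstream and downstream ATXN2 gene portions) were treated 24 h at 37 °C with compounds at up to 57 uM. SteadyGlo luminescence gave expression; GF-AFC fluorescence gave viability.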
# KB-V1 MDR tox: qHTS assay for MDR1-selective chemotherapeutics: Primary screen using the drug-selected MDR subline cells KB-V1 | KB-V1 MDR cells viability, CellTiter-Glo, 72 h | Potency, µM (highest dose often 46.1 µM), inactives show top-dose activity change, negative = cytotoxicity, actives largely listed as cytotoxic | actives 3.4% (n = 400,000); note: potency is the fitted concentration of half-maximal effect; % is set by controls: 0 for no effect and ±100 for the full control effect; nearly all actives have a fitted effect of over 60% in size
#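 Cytotoxicity via CellTiter-Glo luminescence after 72 h compound exposure at 37 degrees C. Cells: drug-selected KB-V1 line, DMEM phenol-red free plus 10% FBS. Compounds tested at multiple concentrations; normalized data fitted to concentration-effect curves.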
# Numbers without * were called inactive; i = inactive; ? = inconclusive; / = no result given; & = joins results of further samples; [ ] = remark or other dose. Unless noted, calls come from the whole dose curve; as a rule, active = well fitted curve in the direction sought with a large enough effect; inconclusive = small, poorly fitted or top-dose-only effect, or another doubt; inactive = no such curve, though single readings can be large; an effect the other way counts as inactive or inconclusive. This is a subset (hit frequency here may not be typical).
SMILES,SW480 rerep,ATXN viability,HT1080NT lethal,IL-1B inflam inh,HT1080 IDH1KD tx,KB-3-1 tox,MCF10A rerep,ATXN2 expr inh,KB-V1 MDR tox
Cc1ccsc1C(=O)C1CCCN(Cc2cn(C)nc2C)C1 (configuration not stated),-6%,i,16%,0,4%,-5%,13%,/,-18%
Cc1cc(=O)oc2c(C)c(OCC(=O)N3CCC(C(=O)O)(c4ccccc4)CC3)ccc12,1%,i,-3%,6,-4%,-5%,-7%,-7%,-10%
CC(C#N)CCC#N (configuration not stated),-5%,i,15%,-3,5%,0%,1%,2%,5%
CCCCn1c(O)c(C=NCCCN(CC)CC)c(=O)[nH]c1=O,-9%,i,14%,25,8%,1%,16%,-8%,?
Cc1ccc(N2C(=O)NC(=O)/C(=C/c3cnc(-c4ccccc4)nc3)C2=O)cc1C,-7%,i,18%,0,13%,-5%,-25%,11%,5%
CC1(C)CN=C(Nc2ccc(F)c(F)c2)S1,-5%,i,14%,21,9%,0%,-2%,12%,4%
O=C1C2CCCN2C(c2ccc(Cl)c(Cl)c2)N1c1ccccn1 (configuration not stated),-19%,i,24%,-15,24%,3%,-2%,1%,13%
O=C(NCC1=C(c2cccc3ccccc23)C[C@@H]2CC[C@H]1N2Cc1ccco1)c1cccs1,/,?,?,-2,?,?,/,?,-28%
Cc1cc(OCCCC(=O)NCc2cccs2)ccc1Cl,?,i,10%,-1,-5%,1%,3%,-22%,-19%
Cc1ccccc1NC1(C#N)CCCCC1,-1%,i,0%,-2,-4%,1%,7%,/,-3%
CCN(CC)C(=O)c1ccc(NC(=O)c2ccc3c(c2)NC(=O)CS3)cc1,-2%,i,-2%,-4,-6%,?,0%,-6%,-20%
OC1(CN2CCOCC2)C2CC3CC(C2)CC1C3 (configuration not stated),3%[9.22 µM],i,10%,25,17%,-10%,0%,-2%,14%
COc1ccc(OCC#CCN2CCNCC2)cc1,3%,i,-3%,-15,1%,11%,-3%,-14%,4%
Nc1ccc([As](=O)(O)O)cc1,-9%&-6%&2%,i,20%,19,1%,0%,4%&7%&1%,9%&5%,-4%
O=C(CN1CCc2ccccc2C1)Nc1ccccc1N1CCCCCC1,?,i,-22%,-13,?,?,13µM*,?,?
CSCCC(c1nnnn1-c1ccc2c(c1)OCCO2)N1CCC2(CC1)C(=O)NCN2c1ccccc1 (configuration not stated),/,?,-25%,0,?,0%,/,0%,17%
O=C(c1cccnc1)C1CCCN(Cc2nc(-c3cnccn3)no2)C1 (configuration not stated),-1%,i,1%,-9,-2%,2%,0%,/,12%
COc1cc(OC)c(OC)cc1CN1CCN(C(=O)COc2ccc3ccccc3c2)CC1,2%,i,-16%,?,-6%,-3%,?,-17%,?
Cc1c(C(c2ccc(Br)cc2)c2c(O)c3ccccc3oc2=O)c(=O)n(-c2ccccc2)n1C (configuration not stated),1%,i,-3%,5,6%,-4%&4%,-19%,10%&0%,-8%&-2%
Fc1ccc(Cn2nnnc2C(c2ccc(F)cc2)N2CC=C(c3ccc(F)cc3)CC2)cc1 (configuration not stated),-37%[inhibitor],i,6%,0,7%,-7%,0%,-22%,-7%
CC(C)C12CN3CCN(CC(C3)/C1=N\O)C2,-6%,i,-2%,-4,6%,1%,5%,-12%,5%
Cc1cc(C(=O)OCC(=O)Nc2ccc(F)cc2F)c(C)n1C1CC1,2%,i,13%,-7,8%,-4%,-3%,4%,?
C=CCn1c(O)c(C(CC)=NCCc2ccccc2)c(=O)[nH]c1=O,-20%,/,0%,1,-5%,0%,4%,/,?
CC(C)N1CCN(Cc2cc3c(cc2Cl)OCO3)CC1CCO (configuration not stated),9%,i,5%,6,12%,2%,-2%,-1%,9%
O=C(Nc1nccs1)c1c(O)c2c(n(Cc3ccco3)c1=O)CCCC2,-14%,i,-6%,48,-1%,?,10%,/,12µM*

# More records
SMILES,SW480 rerep,ATXN viability,HT1080NT lethal,IL-1B inflam inh,HT1080 IDH1KD tx,KB-3-1 tox,MCF10A rerep,ATXN2 expr inh,KB-V1 MDR tox
CCN(CC)C1=NC(=[N+](CC)CC)c2ccccc21,?,i,?,?,13µM*,10µM*,?,-36%,-3%
CCOC(=O)C1=C(C)c2ccccc2OC1(C(=O)OCC)c1ccccc1 (configuration not stated),-3%,i,0%,1,-5%,0%,7%,-13%,0%
CCN1CCN(Cc2cc(Br)ccc2O)CC1,-4%,i,14%,-26,1%,16%,0%,4%,16%
CC(=O)Nc1ccc(C(c2c(O)c3ccccc3oc2=O)c2c(C)n(C)n(-c3ccccc3)c2=O)cc1 (configuration not stated),13%,i,-3%,0,14%,-5%,5%,-2%,19%
COC(=O)C1=C(c2ccc(OC)c(OC)c2)C[C@@H]2CC[C@H]1N2C(=O)NCc1ccco1,-6%,i,4%,11,5%,0%,20%,5%,9%
CC(=O)C1C2c3ccccc3OC1(C)N=c1s/c(=C/c3cnn(C)c3)c(=O)n12 (configuration not stated),-11%,i,-10%,-9,0%,0%,-3%,-4%,-1%
CCCN(CCC)[C@@H]1CCc2cccc(O)c2C1,-6%,i,36%,4,-6%,0%,?,7%,-12%
CC(C)OC(=O)c1c(N)n(Cc2ccco2)c2nc3ccccc3nc12,15%,i,-2%,-19,1%,-7%,-4%,-7%,-21%
CC12CCC3C(CCC4CC(=O)CCC43C)C1CC(=NO)C2=O (configuration not stated),?,i,-8%,-101*,-7%,-1%,?,-3%,?
NCCc1ccccc1,12%,i,4%,16,7%,0%,23%,9%,15%
CC(C)(C)P(=O)(N1CCOCC1)N1CCOCC1,-16%,i,7%,20,1%,1%,-2%,2%,?
CCOC(=O)N1CCN(C(=O)Cn2ncc3c4ccccc4n(Cc4ccc(F)cc4)c3c2=O)CC1,/,?,/,/,/,?,/,?,-31%
CCc1ccc(NC(=O)C(C)OC(=O)c2c(C)nn(Cc3ccccc3)c2Cl)cc1 (configuration not stated),?,i,-11%,-7,-9%,-2%,12%,1%[11.3 µM],?
Clc1cccc(N2Cc3cc(N4CCOCC4)ccc3-n3nncc3C2)c1,/,?,-29%,0,?,-1%,/,-37%,-1%
Cc1nn(Cc2ccccc2)c(C)c1C(=O)OCC(=O)Nc1cc(S(C)(=O)=O)ccc1Cl,-3%,i,-9%,60,-8%,-3%,4%,-8%,?
C=CCn1c(O)c(C=Nc2ccc(F)cc2)c(=O)[nH]c1=O,7%,i,-7%,-8,0%,0%,0%,-6%,0%
COc1ccc([C@H]2CC(=O)C=C(c3ccc4c5c(cccc35)CC4)C2)cc1,0%,i,-15%,-7,-23%,0%,?,12%,7%
COC(=O)C1=C(c2ccc(OCc3ccccc3)cc2)C[C@@H]2CC[C@H]1N2C(=O)NCc1ccc(C(C)(C)C)cc1,/,i,-16%,37,-27%,-29%,/,6%,-4%
Cc1cc(OCC(=O)N[C@@H](Cc2ccccc2)C(=O)O)c2c3c(c(=O)oc2c1)CCC3,-6%,i,9%,1,6%,0%,4%,1%,14%
Cn1c(O)c(C=NC2CCN(Cc3ccccc3)CC2)c(=O)n(C)c1=O,-2%,?,13%,15,10%,8%,-2%,4%,2%
COc1ccccc1CN1CCCC(C(=O)c2ccccc2OC)C1 (configuration not stated),2%,i,-15%,-11,-14%,0%,0%,-9%,-8%
COc1cccc(NC(=O)C2CCN(c3nnc(C)c4c(C)n(-c5ccccc5)nc34)CC2)c1,/,?,/,/,/,-2%,/,?,9%
CCOc1ccc(-n2c(O)c(C=Nc3ccc(NC(C)=O)cc3)c(=O)[nH]c2=O)cc1,15%,i,12%,5,3%,2%,0%,/,4%
CCCC(=O)NC(Oc1ccc(Cl)cc1Cl)C(Cl)(Cl)Cl (configuration not stated),0%,i,3%,3,1%,0%,24%,0%,19%
CN(C)c1ncc(C2=C(Cl)C(=O)C(N3CCCC3)=C(Cl)C2=O)s1,9.2µM*,/,?,-104*,8.9µM*,-11%,?,25µM*,-26%

# Remaining list, next part
SMILES,SW480 rerep,ATXN viability,HT1080NT lethal,IL-1B inflam inh,HT1080 IDH1KD tx,KB-3-1 tox,MCF10A rerep,ATXN2 expr inh,KB-V1 MDR tox
CSc1ncc(Cl)c(C(=O)O)n1,-3%[9.22 µM],i,13%,19,13%,-9%,0%,6%,1%
O=CC(Cl)P(=O)(N1CCOCC1)N1CCOCC1 (configuration not stated),-29%,i,2%,4,7%,2%,0%,/,2%
CCCNc1nc(-c2cc(C(=O)Nc3ccccc3)on2)cc(C(C)C)n1,-2%,i,-1%,-101*,-3%,?,14%,-17%,-19%
C[C@]12CCCCC1=CC(=O)C1C2CC[C@@]2(C)C1C[C@@H](F)[C@@H]2O (some centres not stated),-6%,i,0%,0,-1%,-12%,4%,-1%,-14%
Clc1ccc(C[n+]2c(-c3ccccc3)cc(-c3ccccc3)cc2-c2ccccc2)cc1,5%,10µM*,16µM*,-90*,10µM*,10µM*,?,?,-15%
COc1ccccc1N=Nc1c(O)[nH]c(=S)[nH]c1=O,-9%,?,-7%,57,-12%,4%,-6%,-9%,-2%

# In the list so far, these contain a cyano group.
SMILES,SW480 rerep,ATXN viability,HT1080NT lethal,IL-1B inflam inh,HT1080 IDH1KD tx,KB-3-1 tox,MCF10A rerep,ATXN2 expr inh,KB-V1 MDR tox
CC(C#N)CCC#N (configuration not stated),-5%,i,15%,-3,5%,0%,1%,2%,5%
Cc1ccccc1NC1(C#N)CCCCC1,-1%,i,0%,-2,-4%,1%,7%,/,-3%

# Screening results from PubChem BioAssay.
